Mdm2 MdmX PPI – inhibitors of human Mdm2/MdmX interaction. O15151+Q00987. SaOS-2 split-luciferase Mdm2/MdmX complementation, luminescence. inhibition, % at 8 µM. hit rate 3% among 330,000;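 active = inhibition of at least 50% at 8 µM in the primary screen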
Target sequence (O15151 whole entry, looked up): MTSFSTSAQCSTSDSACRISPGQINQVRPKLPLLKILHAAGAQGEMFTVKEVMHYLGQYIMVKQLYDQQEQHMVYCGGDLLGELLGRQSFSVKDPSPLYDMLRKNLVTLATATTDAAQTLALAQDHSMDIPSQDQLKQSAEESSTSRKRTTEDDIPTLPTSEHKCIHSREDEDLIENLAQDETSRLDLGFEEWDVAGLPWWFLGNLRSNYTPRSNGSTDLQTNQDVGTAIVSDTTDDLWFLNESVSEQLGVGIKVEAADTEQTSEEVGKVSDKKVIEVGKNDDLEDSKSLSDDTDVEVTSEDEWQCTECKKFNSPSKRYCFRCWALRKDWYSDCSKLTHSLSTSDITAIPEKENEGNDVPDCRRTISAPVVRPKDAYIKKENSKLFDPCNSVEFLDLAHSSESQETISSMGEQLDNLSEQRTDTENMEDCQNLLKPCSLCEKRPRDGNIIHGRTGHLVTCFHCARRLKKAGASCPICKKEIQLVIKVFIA
Target sequence (Q00987 whole entry, looked up): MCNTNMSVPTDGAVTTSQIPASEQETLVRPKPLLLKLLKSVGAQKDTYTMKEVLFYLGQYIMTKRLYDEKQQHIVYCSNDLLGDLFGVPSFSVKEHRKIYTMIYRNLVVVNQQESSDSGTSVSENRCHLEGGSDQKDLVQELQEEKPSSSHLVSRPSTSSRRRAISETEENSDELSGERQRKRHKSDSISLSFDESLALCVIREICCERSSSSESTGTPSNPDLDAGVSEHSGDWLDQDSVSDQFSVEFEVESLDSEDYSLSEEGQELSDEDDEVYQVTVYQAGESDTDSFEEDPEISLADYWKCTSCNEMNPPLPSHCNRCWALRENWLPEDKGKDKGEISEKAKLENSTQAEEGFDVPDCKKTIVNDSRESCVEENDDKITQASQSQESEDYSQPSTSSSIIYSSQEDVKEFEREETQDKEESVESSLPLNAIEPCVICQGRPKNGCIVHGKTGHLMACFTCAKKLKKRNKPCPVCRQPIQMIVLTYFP
697 NFkB inh – inhibitors of the PMA/ionomycin-induced NF-kB reporter in 697 B cells; 697 B-cell NF-kB luciferase reporter, 16 h; inhibition, % at 4 µM; hit rate 0.33% among 330,000; AID 435022; in the data active = inhibition above about 35%
Jurkat NFkB inh – lowers PMA/ionomycin-induced NF-kB signal in Jurkat cells; inhibition, % at 4 µM; hit rate 0.53% among 330,000; PMA/ionomycin-induced NF-kB luciferase reporter, luminescence; in the data active = inhibition above about 50%
TIM10 inh – TIM10 yeast growth inhibition | S. cerevisiae TIM10 strain growth, BacTiter-Glo luminescence, 24 h | inhibition, % at 10 µM | hit rate 1.4% among 330,000 | AID 463195;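 active = inhibition of 40% or more at the single tested concentration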;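 also: wild-type TIM10 isogenic control strain grown at permissive 25 °C; 0% = DMSO yeast wells and 100% = minimal medium wells without yeast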
tim10-1 inh – inhibits growth of tim10-1 mutant yeast; S. cerevisiae tim10-1 ts strain growth, BacTiter-Glo, 24 h; hit rate 2.2% among 330,000; AID 463190; inhibition, % at 20 µM;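 active = inhibition of at least 40%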;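 also: mutant grown at 25 °C; 0% = DMSO wells with yeast and 100% = wells holding no yeast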
XBP1 UPR activ – activators of adaptive arm of unfolded protein response (XBP1). AID 463104. CHO-XBP1 luciferase reporter, IRE1-XBP1 UPR activation, luminescence; percent of tunicamycin response, DMSO as zero. hit rate 0.33% among 330,000. activation, % at 20 µM;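 active = versus positive control, 20 µM dose yields 30% or more activation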;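 also: 100% = tunicamycin at 10 µg/mL and 0% = DMSO only wells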
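incubation = overnight seeding at 37 °C, 6 h compound treatment at 37 °C | assay system = CHO-XBP1 cells stably carrying IRE1-XBP1-driven luciferase reporter | input = 1000 cells per well | detection = luciferase luminescence | dosing = single point, 20 µM final compound, 1% DMSO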
tim23-1 inh – inhibits growth of tim23-1 mutant yeast | inhibition, % at 20 µM | S. cerevisiae tim23-1 growth, BacTiter-Glo luminescence, 24 h | hit rate 1.3% among 330,000;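 active = growth inhibition of the mutant yeast at or above 50%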;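 also: temperature-sensitive mutant grown at 25 °C; plate controls were DMSO-treated mutant yeast for no effect and medium wells lacking yeast for full effect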
UPR CHOP act – apoptotic UPR (CHOP) activation; activation, % at 10 µM; CHO-CHOP luciferase reporter, luminescence; percent of tunicamycin response over DMSO baseline; hit rate 0.34% among 330,000;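 active = at 10 µM dose, activation of 40% or more, normalized to positive control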;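 also: 100% = tunicamycin at 10 µg/mL and 0% = DMSO alone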
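measured by = luciferase luminescence | assay system = CHO-CHOP cells, stable luciferase reporter of PERK-eIF2a-CHOP signalling | amount = 500 reporter cells seeded per well | timing = 6 h compound exposure at 37 °C after overnight seeding | controls = positive tunicamycin 10 µg/mL, negative DMSO alone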
* marks the source's active call; other numbers are inactive results.

SMILES	Mdm2 MdmX PPI	697 NFkB inh	Jurkat NFkB inh	TIM10 inh	tim10-1 inh	XBP1 UPR activ	tim23-1 inh	UPR CHOP act
CCN(CC(=O)Nc1cc(Cl)ccc1C)C(=O)Cc1sc(C)nc1-c1ccc(F)cc1	13.8	-45.1	2.1	-2.2	12.8	1.2	17.7	4.2
COC(=O)CCC(=O)Nc1ccccc1C(=O)Nc1ccccc1	8.3	6.7	7.3	-10.6	11.0	0.8	-2.2	-1.6
COCCCn1c(=NC(=O)c2ccncc2)c(C#N)cc2c(=O)n3cccc(C)c3nc21	3.2	1.4	3.6	-10.2	7.3	-2.6	8.3	-0.8
NC(=O)COC(=O)c1cc([N+](=O)[O-])ccc1NCCO	5.5	6.2	-1.9	-20.5	13.8	-1.1	-2.6	0.2
CC(/C=N/n1c(-c2cccnc2)n[nH]c1=S)=C\c1ccccc1	22.0	-23.5	-6.3	5.6	31.1	-0.2	-20.4	-1.9
CC(C)C[C@@H]1NC(=O)[C@H](CO)NC(=O)c2cc([N+](=O)[O-])cc(I)c2OCC[C@@H](C(N)=O)NC1=O	8.8	12.7	4.5	-2.0	7.7	-2.5	1.5	0.3
COC(=O)CSc1ncnc2c(C)csc12	12.8	-1.7	2.3	4.2	4.0	-1.1	-2.0	-0.3
COc1ccc(OC)c(C2=NS(=O)(=O)N(C)C(C(=O)Nc3cccc(C(C)=O)c3)=C2)c1	2.8	-1.9	2.0	-21.8	14.3	-4.2	-0.6	-2.4
Cc1cccc(/C=N\Nc2nnc(-c3ccccc3)c(=O)[nH]2)c1	-8.5	1.9	-0.9	0.9	-15.3	0.8	-9.4	1.8
COc1cc([N+](=O)[O-])ccc1NC(=O)CCCOc1cc(C)ccc1C	-14.7	5.9	6.9	6.7	12.8	-1.1	8.2	-0.2

The final 2 compounds of the section above lead into the next:
SMILES	Mdm2 MdmX PPI	697 NFkB inh	Jurkat NFkB inh	TIM10 inh	tim10-1 inh	XBP1 UPR activ	tim23-1 inh	UPR CHOP act
Cc1cccc(/C=N\Nc2nnc(-c3ccccc3)c(=O)[nH]2)c1	-8.5	1.9	-0.9	0.9	-15.3	0.8	-9.4	1.8
COc1cc([N+](=O)[O-])ccc1NC(=O)CCCOc1cc(C)ccc1C	-14.7	5.9	6.9	6.7	12.8	-1.1	8.2	-0.2
Cc1ccc(S(=O)(=O)NCC(=O)OCC(=O)N(C)C2CCS(=O)(=O)C2)cc1 (stereo not drawn)	-2.6	-25.3	-7.7	-4.6	8.4	-0.8	-2.4	-1.4
COc1ccccc1CNC(=O)c1ccccc1NS(C)(=O)=O	16.9	10.9	-5.9	6.0	10.3	-0.3	-5.5	-0.7
COc1ccc(S(=O)(=O)Nc2cc(C(=O)NCCCN3CCOCC3)ccc2N2CCOCC2)cc1	-14.0	-8.8	-23.5	-1.9	-14.4	4.0	22.0	0.6
CC(C)=CCc1c(O)ccc2c1OC(c1ccc(O)c(O)c1)CC2=O (stereo not drawn)	7.3	-15.9	18.1	1.7	1.2	15.2	8.6	68.7*
O=C(NC(=S)NCc1nc2ccccc2[nH]1)c1ccc(F)cc1	-14.8	-0.1	-34.0	6.4	7.2	1.1	-17.0	2.2
Cc1ccc(C(CCN(Cc2ccccc2)C(=O)c2ccco2)c2ccco2)cc1 (stereo not drawn)	-45.1	-6.8	1.1	16.1	17.3	-2.1	-5.0	1.2
O=C(COc1cccc(Oc2ccccc2)c1)Nc1ncccn1	1.4	-5.1	-13.7	0.1	5.0	5.7	9.4	0.5
O=C(COC(=O)c1cn(-c2ccccc2)nc1-c1ccc(F)cc1)Nc1ncc(Cl)cc1Cl	14.5	0.8	-8.5	9.3	8.1	-2.5	7.1	0.5
CC1CCN(C(=O)c2ccc(NS(C)(=O)=O)cc2)CC1	5.2	0.1	-6.0	-13.6	-4.8	2.3	1.6	2.0
O=C1NC2(CCCCC2)Cc2ccccc21	24.1	-4.4	-0.3	6.3	-1.4	0.4	6.3	3.3
Cc1ccc(-c2cc(C(=O)OCC(=O)Nc3ncc(C(F)(F)F)cc3Cl)c3ccccc3n2)cc1	26.2	13.6	-6.5	4.7	4.1	3.5	5.5	0.3
CNS(=O)(=O)c1cccc(C(=O)OCC(=O)c2c(N)n(C)c(=O)n(C)c2=O)c1	-10.5	-14.7	-6.2	0.8	10.6	-0.6	25.2	-2.9
O=C1NC2(CCCC2)N=C1c1ccc(Cl)cc1	13.3	-1.8	0.2	1.7	18.2	-1.8	5.5	-0.1
COc1ccc(S(=O)(=O)N2CCN(C(=O)c3ccco3)CC2)cc1C(C)(C)C	2.9	8.7	-3.3	17.0	4.7	-3.1	26.2	3.1
Cc1ccc(C(=O)NC(N2CCCC2)C(Cl)(Cl)Cl)cc1 (stereo not drawn)	-12.6	-8.2	-6.8	-9.6	12.4	-1.0	1.4	-0.5
COC(=O)CCC(=O)OC1(C)C(=O)C=C2C=C(C3CC3)N(Cc3ccc4c(c3)OCO4)C=C2C1=O (stereo not drawn)	-19.7	-21.5	-6.1	-1.3	8.3	-1.3	0.4	3.9
O=C(CCNC(=O)Cn1ccc2ccccc2c1=O)NCCCN1CCN(c2ccccc2F)CC1	20.5	-22.2	-6.3	13.9	-2.8	-1.9	-3.2	-0.7
COc1cccc(C(=O)Nc2ccc(N3CCCC3)cc2)c1	-5.2	-131.6	-17.8	12.8	25.4	-4.0	27.1	2.6
CN(CC(=O)Nc1ccc(OC(F)(F)F)cc1)C1CCCCC1	23.4	25.6	1.5	-0.1	6.4	1.8	-5.2	0.0
COP(=O)(/C=C/c1ccccc1)C(O)c1ccc(F)cc1 (stereo not drawn)	-20.4	-4.4	-17.6	-4.6	14.1	-2.3	5.0	-1.6

Retrieved one by one from above:
SMILES	Mdm2 MdmX PPI	697 NFkB inh	Jurkat NFkB inh	TIM10 inh	tim10-1 inh	XBP1 UPR activ	tim23-1 inh	UPR CHOP act
COC(=O)CCC(=O)OC1(C)C(=O)C=C2C=C(C3CC3)N(Cc3ccc4c(c3)OCO4)C=C2C1=O (stereo not drawn)	-19.7	-21.5	-6.1	-1.3	8.3	-1.3	0.4	3.9
COc1ccc(S(=O)(=O)N2CCN(C(=O)c3ccco3)CC2)cc1C(C)(C)C	2.9	8.7	-3.3	17.0	4.7	-3.1	26.2	3.1

Other compounds follow.
SMILES	Mdm2 MdmX PPI	697 NFkB inh	Jurkat NFkB inh	TIM10 inh	tim10-1 inh	XBP1 UPR activ	tim23-1 inh	UPR CHOP act
CCOc1cc(C2c3c(n[nH]c3C)C(=O)N2c2ccc(Br)cc2)ccc1O (stereo not drawn)	47.3	-9.2	1.7	9.1	18.7	0.4	9.0	4.1
COc1ccc(NC(=O)c2ccc(C)cc2)c(OC)c1	-91.2	-75.0	-65.7	-16.9	-8.3	-1.0	10.7	7.0
CN(C)c1nc(N/N=C/c2ccccc2O)nc(Nc2ccc(F)cc2)n1	43.4	-5.3	3.5	18.8	47.3*	-3.1	58.6*	1.4
C=CCNC(=O)c1ccc(CSc2nc3ccccc3s2)cc1	-19.5	-18.6	-20.4	15.3	36.4	-2.3	48.6	4.5
O=C(Cn1ccc(NC(=O)OCc2ccccc2)nc1=O)NCCCN1CCCC1=O	-9.7	-14.7	-20.0	-10.7	10.8	0.4	3.4	0.1
CCOC(=O)C(NC(=O)c1ccc(Cl)cc1Cl)(Nc1ccc(C)cc1)C(F)(F)F (stereo not drawn)	-0.7	-35.1	11.8	5.7	22.8	0.1	26.9	1.4
O=C1/C(=C/c2ccco2)SC(=S)N1CC1CCCO1 (stereo not drawn)	-5.6	16.3	7.3	20.8	23.1	2.9	21.4	4.3
O=C1C(Cl)=C(Nc2ccccc2O)C(=O)N1c1ccccc1	16.0	-47.2	-18.0	16.6	11.8	1.9	7.7	4.5
O=c1[nH]c2cc3c(cc2cc1CN(CC1CCCO1)S(=O)(=O)c1ccc(Cl)cc1)OCCO3 (stereo not drawn)	15.8	-20.8	-20.3	8.2	5.6	0.7	9.2	0.1
COc1ccccc1CNC(=O)COC(=O)c1cc(-c2ccco2)nc2ccccc12	20.0	6.6	8.3	30.1	28.0	-3.2	25.1	0.8

Single entries from the entries so far.
Reading for Cc1ccc(-c2cc(C(=O)OCC(=O)Nc3ncc(C(F)(F)F)cc3Cl)c3ccccc3n2)cc1 in tim10-1 inh: 4.1
Reading for CCOc1cc(C2c3c(n[nH]c3C)C(=O)N2c2ccc(Br)cc2)ccc1O (stereo not drawn) in TIM10 inh: 9.1

Next section
SMILES	Mdm2 MdmX PPI	697 NFkB inh	Jurkat NFkB inh	TIM10 inh	tim10-1 inh	XBP1 UPR activ	tim23-1 inh	UPR CHOP act
O=c1c(-c2ccccc2)c(O)nc2ccccn12	21.4	12.2	3.8	7.3	-3.9	-0.4	4.4	-0.9
O=C(Nc1sc2c(c1C(=O)O)CCCCC2)c1ccccc1F	-21.1	-64.5	-24.0	17.5	28.6	6.8	27.7	11.6
CC(=O)N1CCC(C(=O)NCCOc2cccc(C)c2)CC1	-14.9	13.5	-12.0	6.7	-5.9	-0.8	8.8	-0.8
CNNC(=S)Nc1cccc(C(F)(F)F)c1	-13.1	10.3	1.2	1.9	-5.9	-3.4	5.4	-1.8
O=C(COC(=O)c1c[nH]c2ccccc12)Nc1ccccc1	10.1	8.0	5.1	-9.4	-10.7	-0.9	-11.1	0.8
Cc1ccoc1C(=O)Nc1cccc(Oc2ccccc2)c1	-66.5	-122.3	-96.4	55.2*	49.3*	4.0	77.9*	3.7
COc1ccccc1N1CCN(C(=O)Cc2cccs2)CC1	14.0	11.4	-0.9	6.6	22.5	-0.8	13.9	-0.6
Cc1ccc(C)c(NC(=O)Cn2nnc(C(=O)NCc3ccco3)c2N)c1	35.6	-25.0	36.8	5.1	11.6	-4.3	-2.6	1.4
COc1ccccc1OCCn1c(SCC(=O)O)nc2ccccc21	18.3	-5.8	7.1	-2.1	6.7	-1.9	14.9	0.9
Cc1c(C)c2c(OCC(=O)NCC(=O)NCC(=O)O)cc3c(c2oc1=O)CCC(C)(C)O3	1.0	2.5	15.6	7.0	5.2	-2.8	4.8	0.3
Cc1cc(C)c(S(=O)(=O)NCc2ccc3c(c2)cc(C)n3C)c(C)c1	3.4	0.7	10.2	1.0	8.9	-0.7	17.6	-1.0
CCc1ccccc1NC(=O)CNC(=O)CCNC(=O)Nc1ccccc1	7.8	-6.7	5.1	3.9	2.3	-1.8	12.2	0.7
CN(CCC1CCCCO1)C(=O)c1cc(COc2ccc(F)cc2F)on1 (stereo not drawn)	-6.9	-32.6	-29.0	5.3	34.0	-3.5	21.1	-0.9
c1ccc(SCc2nc(-c3cccnc3)no2)cc1	-102.2	-109.2	-112.7	-7.9	13.3	-3.3	8.0	0.7
COc1cccc(/C=N/n2nnnc2N)c1OCc1ccccc1Cl	11.8	-14.5	17.0	6.8	-3.3	0.6	-0.9	-0.9
COC(=O)COc1ccc(NS(=O)(=O)c2cccc([N+](=O)[O-])c2)cc1	8.4	-11.6	-13.5	-5.7	0.5	-4.5	2.6	-0.4
COCCNC(=O)C12CC3CC(C1)CC(c1ccccc1)(C3)C2	3.9	4.2	5.8	8.6	16.0	-1.7	23.5	-0.6
CN(C)c1cc(-c2ccc(C#N)cc2)oc(=O)c1Cl	-16.1	-3.0	-9.0	-6.7	-8.7	-2.0	14.5	0.4
COc1ccc(N(Cc2cc3ccccc3[nH]c2=O)S(=O)(=O)c2ccccc2)cc1	16.6	-13.5	-11.9	8.4	9.2	-3.9	19.9	-2.6
CCOc1ccccc1NC(=O)COC(=O)C1CC1	0.6	-3.0	2.1	-4.7	16.1	-1.8	2.2	0.3
COc1ccc2[nH]c(=O)c(CN(CCCN(C)C)C(=O)Nc3ccc(F)cc3)cc2c1	16.5	-8.2	-20.9	2.7	19.9	-6.7	5.0	-2.2
NC(=O)C1CCN(C(=O)C23CC4CC(CC(C4)C2)C3)CC1	16.6	-13.6	-11.4	-12.4	0.3	-1.1	0.6	-0.8
CCCc1[nH]nc2c1C1(C(=O)N(CC)c3ccccc31)C(C#N)=C(N)O2 (stereo not drawn)	2.7	2.7	-8.1	-13.8	3.4	0.0	15.6	-1.0

Screening results (PubChem BioAssay)
